Assay outcomes from PubChem BioAssay.
Neddyl block: inhibitors of human cullin neddylation; TR-FRET cullin neddylation, biochemical; calls only at 25 µM; 360,000 compounds, 0.58% hits; in the data active = inhibition above about 36%
SKN-1 block: blocks SKN-1 activity in C. elegans; C. elegans VP596 Pgst-4::GFP/RFP ratio, acrylamide-induced, 24 h; inhibition, % at 21.8 µM; 360,000 compounds, 0.49% hits; AID 624304;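 active = interference check ratio from 0.5 to 1.5 plus GFP to RFP signal ratio inhibition reaching or exceeding a fixed threshold, cut at about 30% in these data, passing the limit was not always enough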; also: some compounds called inactive have numbers as strong as hits
CendR NRP1 mod: NRP-1/CendR interaction modulation. inhibition, % at 25 µM. O14786. 360,000 compounds, 0.85% hits. FAM-RPARPAR peptide binding to NRP-1, fluorescence polarization;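 active = inhibition or corrected inhibition above about 18%, plus a signal ratio from 0.5 to 1.5, limit read from the data, passing the limit was not always enough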; also: strong numbers were not always called active
MT1-MMP act inh: MT1-MMP (human) activation inhibition | GFP/RFP ratio change, % at 20 µM | P50281 | 360,000 compounds, 0.061% hits | HT1080 RFP-PRO-GFP cells, GFP/RFP ratio fluorescence, overnight; percent of plate control window, DMSO zero;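 active = GFP/RFP ratio change of at least 30% with cell ATP level not reduced by more than half and red fluorescence within 50% of control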; also: strong numbers were not always called active
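Test system: HT1080 cells expressing an RFP-PRO-GFP fluorescent reporter construct / Compound dosing: single-point 20 µM compound, 1% DMSO / Schedule: cells overnight before dosing, compound overnight, 37 °C, 5% CO2 / Evaluation: GFP/RFP fluorescence ratio / Control set: DMSO and RFP-L50D-GFP cell wells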
bovine MsrA act: activators of bovine methionine sulfoxide reductase A; 360,000 compounds, 0.3% hits; AID 602163; purified bovine MsrA, absorbance read-out; activation, % at 10.6 µM; in the data active = activation above about 7.5%;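 also: 0% = vehicle and 100% = reference activator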
Rin1-Abl PPI inh: inhibitors of human Rin1-Abl protein interaction | inhibition, % at 7.35 µM | AID 588664 | 360,000 compounds, 0.4% hits | TR-FRET Rin1/Abl binding, biochemical | P00519+Q13671; in the data active = inhibition above about 5%, passing the limit was not always enough
FAS TE block: inhibitors of human fatty acid synthase thioesterase domain. P49327. recombinant FAS-TE, OMFH fluorogenic substrate, fluorescence endpoint. inhibition, % at 15 µM. 360,000 compounds, 0.67% hits. AID 602261;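 active = compounds whose normalised, plate-corrected inhibition of enzyme fluorescence in the single-dose primary screen is 50% or more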;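 also: 0% = DMSO with enzyme and 100% = substrate without enzyme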
E coli Lon inh: inhibitors of E. coli Lon protease; 360,000 compounds, 0.42% hits; inhibition, % at 7.94 µM; purified E. coli Lon protease, fluorescence polarization; in the data active = inhibition above about 13%, passing the limit was not always enough;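 also: 0% = enzyme with probe and DMSO and 100% = no enzyme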
Target sequence (P0A9M0 whole entry, looked up): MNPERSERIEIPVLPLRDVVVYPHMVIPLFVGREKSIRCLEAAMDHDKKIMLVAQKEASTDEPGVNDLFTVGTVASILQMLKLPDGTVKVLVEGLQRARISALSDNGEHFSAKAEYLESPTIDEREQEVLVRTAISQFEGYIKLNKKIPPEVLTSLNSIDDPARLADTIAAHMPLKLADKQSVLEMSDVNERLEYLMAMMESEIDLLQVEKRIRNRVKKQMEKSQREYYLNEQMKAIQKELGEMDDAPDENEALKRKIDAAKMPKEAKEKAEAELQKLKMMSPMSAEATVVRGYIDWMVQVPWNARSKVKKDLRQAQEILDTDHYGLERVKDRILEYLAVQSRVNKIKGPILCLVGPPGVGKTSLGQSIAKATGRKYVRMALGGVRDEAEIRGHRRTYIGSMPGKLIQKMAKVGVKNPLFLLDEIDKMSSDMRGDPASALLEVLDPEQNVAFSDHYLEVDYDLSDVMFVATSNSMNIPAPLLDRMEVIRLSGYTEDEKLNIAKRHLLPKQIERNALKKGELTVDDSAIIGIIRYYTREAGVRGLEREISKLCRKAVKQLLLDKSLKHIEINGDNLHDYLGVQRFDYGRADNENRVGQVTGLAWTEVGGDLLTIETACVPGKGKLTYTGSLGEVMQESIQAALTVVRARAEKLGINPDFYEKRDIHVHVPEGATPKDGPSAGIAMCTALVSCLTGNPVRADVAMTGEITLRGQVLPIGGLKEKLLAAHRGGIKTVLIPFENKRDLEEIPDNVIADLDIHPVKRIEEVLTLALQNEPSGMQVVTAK
PABP1 MLLE inh: inhibitors of microRNA-mediated deadenylation, human PABP1 MLLE binding. P11940. inhibition, % at 20 µM. GST-MLLE / FITC-PAM2 fluorescence polarization. 360,000 compounds, 0.36% hits; in the data active = inhibition above about 35%, passing the limit was not always enough;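 also: plate controls were DMSO wells with GST-MLLE for no effect and wells lacking GST-MLLE protein for full effect; some results filed as inactive read as strong as hits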
* hit, by the source's call; i = inactive; x = no result given.

The line under a structure holds: E coli Lon inh, Neddyl block, bovine MsrA act, MT1-MMP act inh, CendR NRP1 mod, FAS TE block, SKN-1 block, PABP1 MLLE inh, Rin1-Abl PPI inh
CCc1nnc(NC(=O)CSc2ncc(-c3ccccc3)[nH]2)s1
 : -5.0, i, -4.1, 0.1, -0.9, -3.3, -2.7, 11.1, -4.1
CC(C)=CCC1=C(OCC(=O)O)C(=O)c2ccccc2C1=O
 : 5.0, i, -0.3, 4.2, 17.2, 2.1, 11.7, 23.4, -0.7
Cc1occc1-c1nnc(SCC(=O)NC2CCCCC2)o1
 : 2.9, i, -1.1, -0.6, 9.4, -2.0, -9.9, 7.4, 1.6
Cc1ccc(C(=O)COC(=O)CN2C(=O)C3C4CCC(C4)C3C2=O)cc1C (configuration not stated)
 : -6.0, i, -3.0, -1.5, 24.4*, -0.7, -5.7, 2.1, -1.9
Cn1ncc([N+](=O)[O-])c1C(=O)Nc1cccc(Cl)c1
 : 7.4, i, -2.9, 0.1, 7.1, -2.0, 9.5, 3.9, 0.8
COc1ccc(NCc2nnc(SCc3ccc(Cl)cc3)n2-c2ccccc2)cc1
 : 1.0, i, -0.1, 2.6, -21.3, 13.8, 7.8, -9.5, -0.4
CCc1nc2ccc(C(=O)Nc3cccc(NS(C)(=O)=O)c3)cn2c1N(CC)Cc1cccc(Br)c1
 : -6.6, i, -0.5, 0.7, -2.6, 23.2, 3.2, -4.5, 2.4
CSc1ccc(CNCc2ccc3c(c2)OCO3)cc1
 : 9.1, i, -3.5, -0.6, 2.1, -2.8, 0.4, 17.4, 1.6
CCN1C(=O)S/C(=C/c2ccc(Oc3ccc([N+](=O)[O-])cn3)c(OC)c2)C1=O
 : -4.0, i, -3.6, -3.4, -0.4, 21.7, 0.2, -12.9, 0.1
COC(=O)C1=C(C)N(c2ccc(Cl)cc2)/C(=C/c2ccc(O)cc2)C1=O
 : -10.9, i, -3.1, -23.2, 7.6, -5.1, 8.0, -6.8, 4.3
Cc1cc2nc(-c3ccc(F)cc3)c(CC3CCCCC3)n2c(C)c1Br
 : -2.7, i, -1.6, -8.5, -20.7, 20.5, -3.9, x, x
Cc1cccc(CSc2nc3c(c(=O)[nH]2)CCC3)c1
 : 1.0, i, -2.7, 4.2, -0.6, -8.0, 5.6, 16.3, 1.8
CCCCc1cc(=O)oc2c(C)c(OCC(=O)N3CCCC3)ccc12
 : -18.1, i, -6.5, 1.6, 18.8, 2.0, -22.0, 2.7, 2.8
CC12CCC(C(=O)n3c1nc1ccccc13)C2(C)C (configuration not stated)
 : -7.8, i, -7.1, 13.4, 2.7, -5.6, 6.3, -11.2, 4.5
CCOc1ccc(S(=O)(=O)Nc2ccc(C(=O)NCCCN3CCOCC3)cc2)cc1
 : -9.2, i, 2.7, -3.9, -0.4, -4.2, 15.0, -7.4, 5.5
Cn1nc(C(F)(F)F)c(CNC(=O)C(C)(C)CCl)c1N1CCOCC1
 : -4.7, i, -3.2, -6.6, -7.3, -6.0, 0.6, 16.1, 0.8
Cc1ccccc1N1CCN(c2ccc(NC(=O)C3CCCCC3C(=O)O)cc2)CC1 (configuration not stated)
 : -11.1, i, -8.2, 5.0, -3.0, -9.5, -5.2, -4.4, -0.8
Cc1ccc(C(=O)Nc2cccc(S(=O)(=O)N(C)c3ccccc3)c2)o1
 : -5.8, i, -3.3, 1.9, 6.0, 7.2, -7.9, 2.9, 2.9
Cn1nc([N+](=O)[O-])c2c(-c3nc4ccccc4s3)c(N)n(C3CCCCC3)c2c1=O
 : -11.4, i, -7.2, 3.8, -8.2, 2.1, -14.3, 1.8, 1.3
CC(C)NC(=O)/C(C#N)=C\c1ccc(N(C)C)c(Br)c1
 : 1.8, i, -5.0, -4.2, 3.6, -2.9, 16.2, -88.9, 3.3
CC(C)NC(=O)C1(C)CCN1C/C=C/c1ccccc1 (configuration not stated)
 : -0.7, i, -4.7, 1.6, -15.4, -6.8, 12.1, 2.0, -1.3
Cc1nc2c(OCCOc3ccccc3)cccn2c1N(C)C(=O)CCC1CCCC1
 : 8.9, i, -5.9, -5.4, 22.0, 9.3, 9.2, -13.0, -2.7
O=C(O)c1ccccc1C(=O)c1ccc2oc(=O)[nH]c2c1
 : -10.3, i, -1.7, 1.8, -26.1, -3.1, 2.1, 2.2, 0.2
CCOC(=O)C1=C(O)C(=O)N(Cc2cccnc2)C1c1ccc(OC)cc1 (configuration not stated)
 : 1.9, i, -12.5, 0.7, 8.6, -1.2, 3.0, 2.2, -2.4
CC1CC(C)CN(CCCNS(=O)(=O)c2ccc3c(c2)oc(=O)n3C)C1 (configuration not stated)
 : -45.4, i, -2.9, -30.0, -45.5, -19.7, 3.2, -5.1, -1.3
Cc1n[nH]c(=S)n1-c1ccc(Cl)cc1
 : -1.7, i, -6.2, 2.5, 11.4, -5.2, 5.9, -11.0, -3.3
COc1ccc(Cl)cc1NC(=O)c1nnn(CC(=O)Nc2ccc3c(c2)OCO3)c1N
 : 3.6, i, -6.9, -2.2, 1.5, -2.7, -21.6, -12.6, -7.8
CN1CCN(c2ccccc2NC(=O)c2cc3c(s2)-c2ccccc2OC3)CC1
 : 1.0, i, -2.3, -6.7, 1.3, 1.4, 1.3, 4.3, -3.5
CS(=O)(=O)c1ccc(Cl)c(NC(=O)Cc2c(Cl)cccc2Cl)c1
 : -11.4, i, 1.1, 3.2, 1.5, -7.2, -8.1, 12.9, 1.1
COc1cc(/C=N/NC(=O)c2cccc(S(=O)(=O)N3CCOCC3)c2)cc(OC)c1O
 : 3.7, i, -3.5, 6.6, 3.9, -2.4, -9.7, -3.1, -2.6

Part of the list above with just FAS TE block, Neddyl block and SKN-1 block:
Compound | FAS TE block | Neddyl block | SKN-1 block
COC(=O)C1=C(C)N(c2ccc(Cl)cc2)/C(=C/c2ccc(O)cc2)C1=O | -5.1 | i | 8.0
Cc1cc2nc(-c3ccc(F)cc3)c(CC3CCCCC3)n2c(C)c1Br | 20.5 | i | -3.9

Going on with the list:
The line under a structure holds: E coli Lon inh, Neddyl block, bovine MsrA act, MT1-MMP act inh, CendR NRP1 mod, FAS TE block, SKN-1 block, PABP1 MLLE inh, Rin1-Abl PPI inh
Cc1[nH]c(C)c(S(=O)(=O)Nc2cccc(Cl)c2C)c1C(=O)N1CCCCC1
 : 2.2, i, -1.2, 1.5, 9.4, -3.4, 7.1, -7.0, -0.7
CCOc1nc2ccccc2nc1NS(=O)(=O)c1ccc(Cl)cc1
 : 2.6, i, -2.3, -3.7, -11.4, -6.9, 12.6, 1.2, -2.6
CCCn1c(N)c(N(CCOC)C(=O)c2cc3c(s2)CCCCC3)c(=O)[nH]c1=O
 : -2.5, i, -3.6, -1.6, 10.1, -0.1, -3.5, 1.9, 3.0
Cc1ccc2nc(N/C(=N/S(=O)(=O)c3ccc(F)cc3)c3ccccc3)sc2c1
 : 2.4, i, -2.8, 6.5, 2.8, 6.6, 5.3, -7.8, -1.0
CCCCN=Cc1sc2ccc(OCC)cc2c1O
 : -5.3, i, 3.0, -2.1, -3.2, -5.2, 11.4, 34.7, 0.5
COCc1ccc(CN2CCC(n3nccc3NC(=O)CCCc3ccccc3)CC2)o1
 : 5.4, i, -1.6, 1.0, 13.2, -1.3, 3.2, -0.8, 2.1
Cc1cc(=O)n(CCO)c(O)c1C#N
 : -1.0, i, -6.8, -7.9, -8.9, -3.7, 15.6, 23.4, -0.8
O=S(=O)(c1ccccc1)c1nnn2c1nc(NC1CCN(Cc3ccccc3)CC1)c1ccccc12
 : -4.3, i, 0.8, -2.7, -4.1, 82.5*, 9.4, -9.1, -3.2
CC(C)NC(=O)N1CCN(c2ccncc2S(=O)(=O)N2CCCCC2)CC1
 : -5.1, i, -0.6, -3.7, -11.2, -8.2, 20.2, 3.7, -1.1
Cc1cc(NC(=O)CCOc2ccc(F)cc2)no1
 : -5.0, i, -0.9, -1.1, -6.1, -1.3, 6.0, -4.6, -1.9
COc1ccc(-c2noc(CN(C)C(=O)Nc3ccccc3)n2)cc1
 : -1.1, i, -5.7, 0.2, -2.7, -3.3, -1.0, -4.3, 0.6
CCOc1ccc2oc(C(=O)N(Cc3nnc(-c4ccccc4Cl)o3)C3CC3)c(C)c2c1
 : -3.9, i, 0.2, -1.1, -7.5, 23.3, 8.7, -22.7, 2.8
Cc1ccccc1C(=O)N1CCN(c2ccccn2)CC1
 : -8.6, i, 6.7, 3.5, -1.9, -6.3, 11.5, 1.7, -2.3
Cc1ccc(-c2csc(NC(=O)C3CSC4(C)CCC(=O)N34)n2)cc1 (configuration not stated)
 : -5.1, i, -3.5, -3.8, -1.4, -4.3, -6.0, 4.7, -0.4
CC1(C(=O)NS(=O)(=O)c2ccccc2Cl)CCN1C(=O)c1ccccc1 (configuration not stated)
 : -11.0, i, -5.9, -0.1, 1.9, -5.0, 11.1, -3.4, -0.9
OCC1(Cc2ccc(Cl)cc2)CCN(CCCc2ccccc2)CC1
 : -3.0, i, -6.2, -0.4, -0.5, -1.7, -1.0, 6.7, 5.0
Cc1cc(NC(=O)CSc2cc(Cl)ccc2Cl)n(-c2ccccc2)n1
 : 4.0, i, 0.7, -1.0, 19.7, 11.4, -3.5, -7.4, -2.1
CC(C)(C)NS(=O)(=O)c1ccc(NC(=O)C2CCCO2)cc1 (configuration not stated)
 : 0.4, i, -3.9, 0.8, -13.4, -3.1, 4.9, 1.9, -2.5
CSCCC(c1nnnn1Cc1ccccc1)N1CCN(C/C=C/c2ccccc2)CC1 (configuration not stated)
 : -0.2, i, -0.8, 3.5, -5.0, 15.0, -0.6, -4.3, 3.0
Cc1cc(NC(=O)c2ccccc2)sc1C
 : -7.6, i, -1.6, -10.5, -17.5, -3.7, 23.7, 34.9, -3.1
CN(C(=O)COc1ccccc1C(=O)NCc1ccccc1)C1CCS(=O)(=O)C1 (configuration not stated)
 : 2.0, i, -11.9, 3.1, 9.1, -8.0, -4.6, -12.6, 4.2
Cc1nc(CCNC(=O)CC2C(=O)NCCN2Cc2ccccc2)nc2c1CCC2 (configuration not stated)
 : 16.0, i, -7.6, -1.5, -7.2, -2.2, -24.4, 27.3, 1.3
CC(=O)c1c(C)[nH]c(C(=O)COc2cc(C)cc(C)c2)c1C
 : 1.7, i, 0.5, -1.4, -2.2, -8.5, 12.3, 5.1, 0.4
O=S(=O)(/N=C(/Nc1ccc(F)c(F)c1F)c1ccccc1)c1ccccc1
 : -4.9, i, -5.1, 0.8, -1.6, 0.3, 1.2, 4.3, -3.2
COc1cccc(NC(=O)[C@H](CC(C)C)NC(=O)[C@@H]2Cc3ccccc3CN2)c1
 : -9.4, i, -8.6, 4.2, -3.4, -2.6, 9.0, 4.0, -0.2
CC(=O)c1c(C)[nH]c(C(=O)COC(=O)c2ccc3c(=O)n4c(nc3c2)CCC4)c1C
 : 12.4, i, -4.3, 2.9, -8.6, -5.7, 5.5, 8.5, 0.4
O=S(=O)(Cc1ccccc1Cl)N1CCN(Cc2ccc3c(c2)OCO3)CC1
 : -0.1, i, -3.1, -1.9, 2.0, 10.8, 9.7, 0.7, -0.8
Cc1ccccc1NS(=O)(=O)c1cccc(C(=O)Nc2cccc(C(=O)O)c2)c1
 : -4.3, i, -2.2, -0.6, -5.7, -4.6, -4.5, -9.3, -3.1
O=C(NCCCN1CCC(Cc2ccccc2)CC1)C1CCN(S(=O)(=O)N2CCC3(CC2)OCCO3)CC1
 : 0.9, i, -4.4, 2.5, 19.7, -4.4, -11.2, 3.7, 2.1
CCOC(=O)Nc1ccc2c(c1)Cc1cc([N+](=O)[O-])ccc1-2
 : -18.1, i, -1.4, 0.8, -15.6, -10.9, 18.7, 1.2, 0.7
COC(=O)c1ccc(/C=N/NC(=O)C2CC(=O)N(c3ccc(OC)cc3)C2)cc1 (configuration not stated)
 : -13.7, i, -0.9, 1.4, 3.3, -2.8, 25.2, -2.2, -1.2
CC(C)C(=O)N1CCCC1(C)C(=O)Nc1ccc(F)cc1 (configuration not stated)
 : -13.0, i, -4.4, -4.8, 17.5, -6.0, -1.0, -2.0, 1.1
